Screens from PubChem.
Cneo AK release: Cryptococcus neoformans lysis via adenylate kinase release. C. neoformans lysis, adenylate kinase release luminescence, 4 h; normalised: neutral wells 0, clomiphene wells 100. 0.2% of 360,000 active. lysis activity, % at 15 µM;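 active = mean lysis activity across replicates of at least 80%, whatever share of replicates individually reach that level; inactive = mean lysis activity below 80%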
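Assay system: Cryptococcus neoformans yeast cells / Dosing: single-point compound dose / Timing: 4 h at 37 °C static, read 1 h later / Measured by: luminescence of released adenylate kinase using an AK detection reagent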
CFTR F508del cor: correctors of CFTR F508del function in bronchial epithelial cells | CFBE cells, YFP halide quenching; stimulated with forskolin plus potentiator P3; % fluorescence drop versus neutral controls | activity (quench increase), % at 7.58 µM | 0.36% of 350,000 active | AID 720511;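 active = mean added fluorescence quench of at least 8% versus neutral control, with both replicates also reaching 8%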;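 note: cells transiently co-express mutant CFTR-F508del with the halide-sensitive YFP; corrector assay measuring rescue of mutant channel to the surface after 24 h compound exposure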
miR-122 sensor: miR-122 inhibition in Huh7 cells. Huh7 miR-122 Renilla luciferase sensor, 48 h; neutral wells = 0, positive control = 100. activation (reporter increase), % at 12.5 µM. 0.3% of 340,000 active. AID 602342;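 active = mean replicate activation score at least 90 and every replicate individually at or above 90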;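 note: higher luciferase means less miR-122 activity so hits act as miR-122 inhibitors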
INS-1E GSIS act: primary screen for activators of insulin secretion dependent on glucose, INS-1E cells, GLuc reporter luminescence; activation, % at 16.6 µM; 0.61% of 370,000 active; INS-1E GLuc reporter insulin secretion, 2-3 h;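 active = lowest replicate activation of at least 40%, so every replicate reaches that level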;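 note: 0% = median of neutral control wells and 100% = median of IBMX positive control wells; some compounds called inactive have numbers as strong as hits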
C2C12 statin: protects C2C12 myotubes from simvastatin toxicity; ATP luminescence, 48 h; scaled: DMSO 0, geranylgeraniol control 100; 0.78% of 330,000 active; rescue of ATP level, % at 7.49 µM;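 active = mean ATP rescue above about 67%, or every replicate alone reaching that limit, limit read from the data, passing the limit was not always enough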;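 note: myotubes were challenged with 10 µM simvastatin during compound exposure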
PglD inh: PglD (C. jejuni) enzyme inhibition | inhibition, % at 12.5 µM | purified PglD enzyme, DTNB colorimetric CoA detection | 0.098% of 360,000 active | AID 602405; in the data active = inhibition above about 16%, passing the limit was not always enough; note: strong numbers were not always called active
PGC1a acetyl inh: modulators of PGC1a acetylation. U2OS PGC1a acetylation, AlphaScreen anti-acetyl-lysine; with virally co-expressed GCN5 acetyltransferase. inhibition, % at 15.6 µM. 0.17% of 350,000 active;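 active = every replicate shows inhibition of at least 40%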;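 note: 0% = neutral control wells and 100% = positive control wells; some results beyond the cut were filed as inactive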
FN deposition inh: fibronectin deposition inhibition; AID 743247; 0.086% of 350,000 active; AH1F fibroblasts, Alexa488-fibronectin deposition fluorescence, overnight; inhibition, % at 12.6 µM;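 active = mean inhibition across replicates of 30% or more, regardless of how many single replicates reach that level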;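 note: positive control wells lacked labelled fibronectin entirely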
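Test system: AH1F fibroblast monolayer depositing Alexa488-labelled fibronectin into matrix. Input: 10000 cells per well. Technique: fluorescence, ex 485 nm, em 525 nm. Buffer or medium: DMEM plus 2% serum, read in PBS. Timing: 1 h cell adhesion before compound, then overnight fibronectin incubation. Compound: single dose, pinned. Read-out basis: inhibition from reduced deposited-fibronectin fluorescence.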
The depositor's hits bear a star; / = no result given; & = joins results of further samples; [ ] = remark or other dose.

(1) C[C@@H]1CN([C@@H](C)CO)C(=O)c2cc(NC(=O)Nc3cccc4ccccc34)ccc2O[C@@H]1CN(C)C(=O)Nc1ccccc1
(2) CCc1nc2cccnc2n1-c1ccc(C(=O)O)cc1
(3) O=C(Nc1ncccc1O)c1ccc(Oc2ccccc2)cc1
(4) CCN(CC)CCn1c(N)nc2ccccc21
(5) NCCS(=O)(=O)O
(6) C[C@@]12C(=O)N(CC3CCCO3)CC(=O)N1[C@@H]1c3ccccc3OC[C@@H]1[C@@H]2c1ccccc1 (stereo partly drawn)
(7) CN(CC(=O)Nc1ccc(F)c(F)c1F)C(=O)c1ccc2c(c1)NC(=O)CS2
(8) COc1cccc(CNc2nc3cc(-c4cccc(C(F)(F)F)c4)sc3c(=O)n2C)c1OC

assay / entry | 1 | 2 | 3 | 4 | 5 | 6 | 7 | 8
Cneo AK release | 107* | 1 | -2 | -1 | 1 | -4 | / | -2
CFTR F508del cor | 1.8 | -1.8 | 0.4 | -1.3 | -2.0 | 3.4 | 2.0 | 0.7
miR-122 sensor | 4[16.7 µM] | / | -9 | 0 | 7 | -1 | / | -3
INS-1E GSIS act | -2 | 8 | -14 | 4 | 0 | -2 | -1 | -7
C2C12 statin | 2 | -1 | 12 | -7 | 9 | 1 | -5 | 0
PglD inh | 0 | -5 | -2 | -3 | 3 | -2 | / | 1
PGC1a acetyl inh | -3 | -2 | / | 13 | -8 | / | -10 | /
FN deposition inh | / | / | -2 | -4 | -6 | 13 | 9 | 1

(9) COc1ccc(/C=C2\SC(N3CCCCC3)=NC2=O)cc1
(10) CC1(C)NC(C)(C)C(O)(C(N)=O)C1=O (stereo not drawn)
(11) CCOc1cc(/C=N/NC(=O)C(OC)c2ccccc2)ccc1O (stereo not drawn)
(12) CC1SCC(NC(=O)c2ccc(Cl)cc2)CS1 (stereo not drawn)
(13) C1=C(c2ccccc2)Nc2nnnn2C1c1cccs1 (stereo not drawn)
(14) CC1(C)S[C@@H]2[C@H](NC(=O)[C@H](N)c3ccccc3)C(=O)N2[C@H]1C(=O)O
(15) CCCC(=O)Nc1ccc2c(c1)C(=O)N(C)C[C@@H](OC)[C@H](C)CN(C(=O)CC)[C@@H](C)CO2
(16) COc1cccc(S(=O)(=O)N[C@@H]2CC[C@H](CCNC(=O)Nc3cc(F)ccc3F)O[C@H]2CO)c1

assay / entry | 9 | 10 | 11 | 12 | 13 | 14 | 15 | 16
Cneo AK release | 0 | -1 | -3 | -2 | 3 | 0&-1 | / | 0
CFTR F508del cor | -2.8 | / | 4.5 | 2.2 | / | 3.5&2.3 | 0.3 | -1.2
miR-122 sensor | 9 | -3 | 7 | 1 | 2 | 0&3 | -13[16.7 µM] | /
INS-1E GSIS act | -3 | / | / | / | / | 17 | -3 | -17
C2C12 statin | 22 | -3 | 4 | / | 29 | -3&4 | -1 | -1
PglD inh | -2 | -1 | 5 | 4 | 13 | -3&9 | / | -3
PGC1a acetyl inh | 7 | -3 | -15 | 1 | 4 | 19 | 6 | 3
FN deposition inh | 3 | 30 | -2 | 1 | / | -2 | 9 | -3

Three entries out of the list above, ordered by the value under INS-1E GSIS act, largest number first.
#	mol	INS-1E GSIS act
14	CC1(C)S[C@@H]2[C@H](NC(=O)[C@H](N)c3ccccc3)C(=O)N2[C@H]1C(=O)O	17
15	CCCC(=O)Nc1ccc2c(c1)C(=O)N(C)C[C@@H](OC)[C@H](C)CN(C(=O)CC)[C@@H](C)CO2	-3
16	COc1cccc(S(=O)(=O)N[C@@H]2CC[C@H](CCNC(=O)Nc3cc(F)ccc3F)O[C@H]2CO)c1	-17

(more compounds)
(17) Cc1nn(Cc2ccccc2Cl)c(C)c1C(=O)NCc1ccco1
(18) CC(C)N(C(=O)c1nn(C)c2c1CSc1ccccc1-2)C1CCCCC1
(19) COc1ccc(CC(=O)Nc2cc(S(C)(=O)=O)ccc2Cl)cc1S(=O)(=O)N1CCOCC1
(20) CC(C)NC(=O)N1[C@@H](CO)[C@H](c2ccccc2)[C@@H]1CN(C)C(=O)c1cccnc1
(21) NC(=O)c1ccccc1OCC(=O)N1CCCc2ccccc21
(22) CCNC(=O)C[C@H]1CC[C@@H]2[C@H](COC[C@H](O)CN2C(=O)Nc2cccc(OC)c2)O1
(23) C=CCC[C@@H](Cc1ccc(F)cc1)C(=O)OC[C@@H](Cc1c[nH]c2ccccc12)NC(=O)[C@H](CC=C)CC(=O)NCCO
(24) CCOc1ccc(CNC2CCCc3ccccc32)cc1 (stereo not drawn)

assay / entry | 17 | 18 | 19 | 20 | 21 | 22 | 23 | 24
Cneo AK release | -1 | 3 | 0 | 3 | 2 | 0 | -2 | /
CFTR F508del cor | / | 1.9 | 0.8 | 1.2 | 1.0 | -0.5 | 2.0 | -1.1
miR-122 sensor | -3 | -6 | / | 7[16.7 µM] | -5 | -1[16.7 µM] | -4 | /
INS-1E GSIS act | / | -2 | 0 | 4 | 12 | 9 | -6 | 10
C2C12 statin | 9 | -12 | 7 | 5 | -5 | -6 | 5 | /
PglD inh | -4 | 4 | 1 | -1 | -2 | 1 | -5 | /
PGC1a acetyl inh | 0 | -5 | / | 7 | -8 | -2 | / | 14
FN deposition inh | 5 | -6 | 7 | 5 | 0 | 0 | 5 | 7

Part of the list above in order of SMILES length, smallest number first:
(21) NC(=O)c1ccccc1OCC(=O)N1CCCc2ccccc21
(18) CC(C)N(C(=O)c1nn(C)c2c1CSc1ccccc1-2)C1CCCCC1
(23) C=CCC[C@@H](Cc1ccc(F)cc1)C(=O)OC[C@@H](Cc1c[nH]c2ccccc12)NC(=O)[C@H](CC=C)CC(=O)NCCO

assay / entry | 21 | 18 | 23
Cneo AK release | 2 | 3 | -2
CFTR F508del cor | 1.0 | 1.9 | 2.0
miR-122 sensor | -5 | -6 | -4
INS-1E GSIS act | 12 | -2 | -6
C2C12 statin | -5 | -12 | 5
PglD inh | -2 | 4 | -5
PGC1a acetyl inh | -8 | -5 | /
FN deposition inh | 0 | -6 | 5

The listing continues:
(25) CCSc1nnc(NC(=O)c2ccc(Br)s2)s1
(26) CC1CCN(CCc2nc3cc(NC(=O)NC4CCCCC4)ccc3n2C)CC1
(27) CC(C)Oc1ccc(S(=O)(=O)N(C(C)C)C(C)C)cn1
(28) CC(=O)c1ccc(OCc2cn(CC(=O)c3ccc(O)cc3)nn2)c(C)c1
(29) CCOC(=O)C1=C(O)/C(=C/N(C)C)N=C1C
(30) COC(=O)c1ccccc1NC(=O)CN1CCN(C23CC4CC(CC(C4)C2)C3)CC1
(31) CC(OC(=O)c1ccc(-n2cnnn2)cc1)C(=O)Nc1ccccc1F (stereo not drawn)
(32) CCc1nc2ccc(C(=O)N3CCN(c4cccc(Cl)c4)CC3)cc2nc1CC

assay / entry | 25 | 26 | 27 | 28 | 29 | 30 | 31 | 32
Cneo AK release | 1 | 1 | -2 | -2 | 1 | 0 | 3 | 6
CFTR F508del cor | / | / | / | -5.8 | / | / | -0.2 | -2.5
miR-122 sensor | -1 | -1 | 2 | -1 | 1 | 8 | 2 | -9
INS-1E GSIS act | 8 | 8 | 14 | -14 | 2 | / | -22 | -24
C2C12 statin | -6 | -21 | / | -1 | -5 | -28 | -5 | -5
PglD inh | -5 | 4 | 2 | 2 | 9 | -4 | 0 | -1
PGC1a acetyl inh | -11 | 16 | -17 | 9 | 4 | -27 | -5 | /
FN deposition inh | / | -3 | / | 0 | / | / | 7 | -8

(33) Cc1nc(-c2ccc(Cl)cc2)sc1C1(C)CC(c2ccncc2)=NO1 (stereo not drawn)
(34) Clc1ccc(-c2ccnc(-n3cccc3)n2)s1
(35) CCCN1[C@H](C(=O)NCCCN2CCOCC2)[C@@H](CO)[C@@H]2Cn3c(ccc(-c4cccnc4)c3=O)[C@@H]21
(36) CCc1ccc(NCc2cc3c(C)nn(-c4ccccc4)c3[nH]c2=O)cc1
(37) COC(=O)c1cccc(NC(=O)CCNC(=O)c2ccc([N+](=O)[O-])cc2)c1
(38) O=C(c1cc(F)cc2c1OCOC2)N1CCN(c2ccc(F)cc2)CC1
(39) O=C1c2ccccc2S(=O)N1c1cccc(F)c1 (stereo not drawn)
(40) COc1ccc(S(=O)(=O)N(CCc2ccccc2)CC(=O)O)cc1OC

assay / entry | 33 | 34 | 35 | 36 | 37 | 38 | 39 | 40
Cneo AK release | 0 | 3 | 43 | 0 | 2 | / | -3 | 8
CFTR F508del cor | 1.3 | -0.6 | -0.4 | -1.7 | / | -0.2 | -3.0 | /
miR-122 sensor | -1 | 5 | 1[16.7 µM] | 6 | -9 | / | -3 | -1
INS-1E GSIS act | 2 | -2 | 3 | -7 | -4 | / | 25 | 2
C2C12 statin | -11 | 14 | 1 | 4 | / | -1 | -1 | 5
PglD inh | 3 | 4 | 0 | 8 | -6 | / | -2 | 2
PGC1a acetyl inh | 13 | 1 | / | -3 | 2 | -10 | 1 | -3
FN deposition inh | -5 | 6 | / | / | 4 | 9 | 4 | /

Further records.
#	Molecule	Cneo AK release	CFTR F508del cor	miR-122 sensor	INS-1E GSIS act	C2C12 statin	PglD inh	PGC1a acetyl inh	FN deposition inh
41	COC(=O)C[C@@H]1CC[C@H]2[C@@H](COC[C@@H](O)CN2CCC(F)(F)F)O1	0	1.8	-9[16.7 µM]	8	6	-1	-1	2
42	COc1ccc(N(C)C(=O)C2CCN(S(=O)(=O)c3cccc4nsnc34)CC2)cc1	10	0.4	2	1	3	6	13	8
43	CCCN1C2=NCCN2c2ccccc21	-1	/	48	/	7	-2	-5	/
44	COc1ccc(OC)c(Nc2ncnc3sccc23)c1	-6	0.8	58	7	-18	-11	/	6
45	Cc1nc2cc(Nc3ccncc3)ccc2s1	-3	0.7	4	8	-30	1	8	0
46	CCOC(=O)c1sc(NCc2ccco2)c(-c2nc3ccccc3s2)c1N	1	/	3	/	-24	5	-13	/
47	CN(C)C(=O)C[C@H]1CC[C@H](NC(=O)C2CCOCC2)[C@H](CO)O1	-13	2.3	/	8	2	8	4	-2
48	O=S(=O)(c1ccccc1)N(CC(O)CN1CCCC1)c1ccccc1 (stereo not drawn)	3	0.2	-4	5	8	2	-2	1
49	Cn1ccs/c1=N\S(=O)(=O)c1ccc(Br)cc1	1	/	8	/	4	7	0	-2
50	O=C(NCCS(=O)(=O)N1CCN(c2ccccc2F)CC1)C1CC(=O)N(c2ccc(F)cc2)C1 (stereo not drawn)	-1	-0.9	-2	0	-3	-4	-5	14
51	C[C@@H]1CN([C@H](C)CO)C(=O)c2cc(-c3ccc(C(=O)N(C)C)cc3)cnc2O[C@@H]1CN(C)Cc1ccc(C(=O)O)cc1	0	-2.2	-4[16.7 µM]	22	-15	2	7	/
52	COc1ccc(/C=N/OCC(=O)OCC(=O)N(C)c2ccccc2)cc1	2	-0.6	/	-3	3	-4	/	0
53	CCc1nnc(NC(=O)CSc2nnc(Cc3ccc(OC)cc3)o2)s1	-1	/	-2	/	-2	2	-6	4
54	CN1C[C@H]2[C@@H](c3ccccc31)[C@@H](CO)N2Cc1ccccc1	-2	-2.4	3[16.7 µM]	2	5	1	2	/
55	N=c1ccn2c(n1)O[C@H]1[C@H](O)[C@@H](CO)O[C@H]12	-1	5.4	/	13&-9	-4	2	/	3
56	Cn1cc(CN(CCO)Cc2cccs2)c(-c2ccccc2F)n1	3	-2.4	-2	29	3	1	/	-1
57	Nc1nonc1-n1nnc(C(=O)N/N=C/c2c(F)cccc2Cl)c1-c1ccc2c(c1)OCO2	7	1.1	/	6	26	-3	/	-1
58	Cc1cc(=O)n2nc(-c3ccccc3)sc2c1C#N	1	/	/	-2	5	3	/	/
